NCI-60 one-dose screen, 48 h, at 10 µM unless noted. Numbers give growth in % (100 = growth as untreated, 0 = no growth, -100 = all killed).
SK-MEL-5: SK-MEL-5 melanoma. 80,000 tested, 6.4% active
SK-MEL-28: SK-MEL-28 melanoma; 81,000 tested, 4.1% active; AID 1794761
MALME-3M: MALME-3M melanoma; 78,000 tested, 5.8% active; AID 1794766
SK-MEL-2: SK-MEL-2 melanoma; 77,000 tested, 4.7% active
LOX IMVI: LOX IMVI melanoma; 79,000 tested, 7.4% active
MDA-MB-435: MDA-MB-435 melanoma; AID 1794794; 82,000 tested, 7.8% active
UACC-257: UACC-257 melanoma | 78,000 tested, 4.4% active
UACC-62: UACC-62 melanoma; 81,000 tested, 5.4% active; AID 1794756
* = called active by the depositor; . = not tested or not shown; & = joins results of further samples; [ ] = remark or other dose. How the source made its calls: active means growth percent below 10; inactive means the rest.

SMILES	SK-MEL-5	SK-MEL-28	MALME-3M	SK-MEL-2	LOX IMVI	MDA-MB-435	UACC-257	UACC-62
CNS(=O)(=O)c1ccc([N+](=O)[O-])cc1	100	111	96	92	99	107	96	.
CCOC(=O)Cc1cc(=O)[nH]n(-c2ccccc2)c1=O	116	124	109	113	103	110	97	109
CC(C)CC(C)OB(OC(C)CC(C)C)OC(C)CC(C)C (configuration not stated)	104	107	146	107	107	116	102	95
COc1ccc(C2=C(c3ccccc3)c3ccc(OC(C)=O)cc3OC2(C)C)cc1	93	100	107	95	71	80	145	84
Cc1cc(C(C)(C)c2cc(C)c(O)c(CN(C)C)c2)cc(CN(C)C)c1O	86	79	58	101	82	78	85	76
CCOCCc1cccc(C)n1	99	153	77	94	94	98	98	120
Nc1ncnc2nc(-c3ccccc3)[nH]c12	102	111	101	97	102	111	116	92
Cc1ccc(/C=N/N=C(N)N)cc1	103	105	89	126	98	101	104	100
O=C1c2ccc(O)cc2C(=O)c2c1ccc(O)c2O	64	83	111	38	63	89	106	86
O=C1NC(=S)NC1(c1ccccc1)c1ccccc1	99	104	.	110	.	74	86	89
CCCCCc1cc(=O)[nH]c(=S)[nH]1	99	103	100	100	99	101	94	90
Cc1occc1-c1nc2s/c(=C/c3ccc(-c4cc(C(F)(F)F)ccc4Cl)o3)c(=O)n2n1	100	112	99	109	101	101	105	94
O=C(Nc1ccccc1)Oc1c(Cl)cc(Cl)c(Cl)c1Cl	72	109	110	95	94	107	72	104
Cc1nn(-c2ccc(Cl)cc2)c2ncnc(N/N=C/c3ccccc3)c12	94	90	84	103	.	99	102	85
COc1ccc2c(c1)c1c(OC(C)=O)c3c(nc1n2C(C)=O)-c1ccccc1C3	98	107	93	80	92	101	102	95

Part of the list above, with each value named.
structure: COc1ccc(C2=C(c3ccccc3)c3ccc(OC(C)=O)cc3OC2(C)C)cc1
  SK-MEL-5: 93	SK-MEL-28: 100	MALME-3M: 107	SK-MEL-2: 95	LOX IMVI: 71	MDA-MB-435: 80	UACC-257: 145	UACC-62: 84

structure: Cc1cc(C(C)(C)c2cc(C)c(O)c(CN(C)C)c2)cc(CN(C)C)c1O
  SK-MEL-5: 86	SK-MEL-28: 79	MALME-3M: 58	SK-MEL-2: 101	LOX IMVI: 82	MDA-MB-435: 78	UACC-257: 85	UACC-62: 76

structure: CCOCCc1cccc(C)n1
  SK-MEL-5: 99	SK-MEL-28: 153	MALME-3M: 77	SK-MEL-2: 94	LOX IMVI: 94	MDA-MB-435: 98	UACC-257: 98	UACC-62: 120

Going on with the list.
SMILES	SK-MEL-5	SK-MEL-28	MALME-3M	SK-MEL-2	LOX IMVI	MDA-MB-435	UACC-257	UACC-62
COc1cccc(N2CC(c3nc4ccccc4n3Cc3ccc(F)cc3)CC2=O)c1 (configuration not stated)	94	99	97	100	101	101	100	87
COc1ccc(/C=N/NC(=O)c2c(Nc3ccccc3)nn(C)c2N)cc1	97	102	89	111	101	98	92	95
CC(O)c1cccnc1 (configuration not stated)	98	116	113	115	97	114	107	104
CCCCCC(C)NCC(C)(C)O (configuration not stated)	113	113	108	113	104	112	100	99
O=c1oc2ccccc2cc1C1=Nn2c(nnc2C(F)(F)F)SC1	98	110	97	119	92	107	108	94
CN(C)c1ccc2c(c1)COC(=O)C2c1ccc(N)cc1 (configuration not stated)	104	109	109	112	107	98	96	105
O=C(c1nnc(NCc2ccccc2)o1)c1c[nH]c2ccccc12	71	98	103	87	100	108	92	76
Cc1ccc([C@@H]2C[C@@H]3Cc4cc(F)ccc4N2O3)o1	116	114	107	128	92	101	94	112
c1ccc2c(c1)Nc1ccncc1S2	93	128	111	119	86	121	108	97
CCCCC[C@H]1CC=C2C(=O)C=C[C@@H]2CC=CCCCC(=O)O[C@@H](CCCCC)CC=C2C(=O)C=C[C@@H]2CC=CCCCC(=O)O[C@@H](CCCCC)CC=C2C(=O)C=C[C@@H]2CC=CCCCC(=O)O1	-77*[8.75 µM]	-49*[8.75 µM]	-14*[8.75 µM]	-38*[8.75 µM]	-88*[8.75 µM]	-32*[8.75 µM]	-3.9*[8.75 µM]	.
C1CCCCNCCC1	109	109	106	115	111	95	100	103
CCN(CC)CC(O)Cc1ccccc1 (configuration not stated)	103	108	99	109	96	100	119	107
CCCCC1=C(P(=O)(O)O)N[C@H](C(=O)OCC)CS1	99	89	83	100	93	98	89	79
Cc1nn(-c2ccccc2)c(C)c1C(=O)Nc1nnc(-c2ccco2)o1	103	113	118	89	82	108	.	108
O=C(Nc1ncc(Cc2ccccc2)s1)c1ccc2c(c1)OCCCO2	8.1*	37	51	31	30	-34*	41	29
Cc1cc(-c2cc(C)c(O)c(C)c2)cc(C)c1O	74	88	75	74	77	8.4*	92	63
O=C1c2ccccc2C(=O)N1c1ccccc1	105	115	105	128	104	99	101	92
O=c1[nH]c2ccccc2cc1COc1ccc(Nc2nccc(-c3ccc(Cl)cc3)n2)cc1	99	105	105	100	96	102	107	94
CC1(C)CC(=O)C(/C=N/C(=S)NCCc2ccccc2)=C(O)C1	105	108	95	107	98	106	110	105
Fc1cccc(Cl)c1-c1nnc(CN2C=NC3C(N4CCOCC4)=NC=NC32)o1 (configuration not stated)	.	112	102	99	101	100	113	93
COc1ccc(-c2cc(-c3cn(-c4cccc(Cl)c4)nc3-c3ccc(OC)cc3)nc(N)n2)cc1	89	97	100	110	95	95	92	77
CCOC(=O)Nc1ccc2nc(-c3cscn3)[nH]c2c1	32	53	22	32	47	-40*	67	45
Cn1cc(-c2nn3cc(-c4cccnc4)nc3s2)c2ccccc21	11	51	23	.	38	-39*	.	31
CC(Br)C(=O)c1cccc2ccccc12 (configuration not stated)	99	111	101	102	94	105	.	99
O=C(CI)Nc1ccc(O)c2ccccc12	-48*	42	-14*	-1.7*	-61*	.	11	-59*
COc1ccc(OC)c(Nc2nc3nonc3nc2Nc2cccc(Br)c2)c1	-48*	30	11	-17*	4.6*	15	-12*	19
Nc1nccc2c1ccn2-c1ccc(NC(=O)c2ccc(N3CCOCC3)c(C(F)(F)F)c2)cc1	-90*	49	-18*	35	-45*	-8.1*	33	6.4*
C/C1=C\[C@H](O)C[C@](C)(O)/C=C/[C@H](C(C)C)CC[C@]2(C)O[C@H]2CC1	98	109	114	120	96	105	108	102
C=C(C)[C@@H]1CC[C@]2(C(=O)O)CC[C@]3(C)[C@H](CC[C@@H]4[C@@]5(C)C[C@@H](CC#Cc6ccc([N+](=O)[O-])cc6)[C@H](O)C(C)(C)[C@@H]5CC[C@]43C)[C@@H]12	48	77	77	54	38	70	58	41
COc1ccc(-c2nc(/C=C3\SC(=NCc4ccccc4)NC3=O)c3ccccn23)cc1	-78*	-44*	-33*	-32*	-76*	-4.3*	-17*	-50*

A different layout for part of the listing above.
Value order: SK-MEL-5	SK-MEL-28	MALME-3M	SK-MEL-2	LOX IMVI	MDA-MB-435	UACC-257	UACC-62
O=C1NC(=S)NC1(c1ccccc1)c1ccccc1
 : 99	104	.	110	.	74	86	89
CCCCCc1cc(=O)[nH]c(=S)[nH]1
 : 99	103	100	100	99	101	94	90

The results go on:
SMILES	SK-MEL-5	SK-MEL-28	MALME-3M	SK-MEL-2	LOX IMVI	MDA-MB-435	UACC-257	UACC-62
CCN(CC)CCOCCOC(=O)C1(c2ccccc2)CCCC1	98	104	91	98	96	106	104	94
O=C(/C=C\c1ccc(O)cc1)c1ccccc1	97	103	83	114	94	95	98	95
CCSc1nc(Cl)cc(Sc2nc(N)nc3nc[nH]c23)n1	97	116	82	106	76	91	112	85
CCOc1cc2c(cc1OCC)C(c1cc(OC)c(OC)c(OC)c1)NCC2 (configuration not stated)	100	110	105	110	98	99	109	98
COC(=O)c1nc(-c2ccc(C)cc2)oc1Sc1ccc(Cl)cc1	103	90	105	81	92	96	97	77
Cc1ccc(C(=O)Cc2ccccc2)cc1	108	120	146	111	107	106	109	109
Cc1c(Br)cccc1NC(=O)c1sc2nc3c(cc2c1N)CN(Cc1ccccc1)CC3	19	54	33	25	31	-43*	68	28
Fc1ccc(CSc2nnc(-c3cccs3)n2-c2ccccc2)cc1	89	109	103	107	96	104	102	66
CCCNC(=O)Oc1ccc(/C(=C(/CC)Cc2ccccc2)c2ccc(OCCN(CC)CC)cc2)cc1	40	93	80	101	64	88	83	92
COc1cc(C(=O)/C=C/c2ccc(Oc3ccc(Cl)cc3)cc2)cc(OC)c1OC	91	91	88	104	82	88	92	72
COc1cccc(CNCCN2C(=O)c3ccc4c5c(ccc(c35)C2=O)C(=O)N(CCNCc2cccc(OC)c2)C4=O)c1	59	120	26	90	59	118	79	97
NC(CC(=O)O)C(=O)OCc1ccccc1 (configuration not stated)	98	99	81	95	107	86	89	94
Cc1ccc(-c2cc3nc(C(Cl)Cl)nc(-c4ccco4)n3n2)cc1	90	5.9*	93	83	92	18	57	38
CC1(C)C=CC[C@]2(C)[C@H]3CC[C@@H]4[C@H]5[C@H](C(=O)/C=C/c6cccnc6)CC[C@]5(CO)CC[C@@]4(C)[C@]3(C)CC[C@@H]12	-99*	-92*	-85*	-66*	.	-57*	-50*	-63*
COC(=O)C(Cc1cn(-c2ccc3oc(=O)ccc3c2)nn1)(Cc1cn(-c2ccc3ccc(=O)oc3c2)nn1)C(C)=O (configuration not stated)	103	105	99	105	97	100	100	104

Full records as entered above:
C/C1=C\[C@H](O)C[C@](C)(O)/C=C/[C@H](C(C)C)CC[C@]2(C)O[C@H]2CC1 is listed as SK-MEL-5: 98; SK-MEL-28: 109; MALME-3M: 114; SK-MEL-2: 120; LOX IMVI: 96; MDA-MB-435: 105; UACC-257: 108; UACC-62: 102
O=C1c2ccccc2C(=O)N1c1ccccc1 is listed as SK-MEL-5: 105; SK-MEL-28: 115; MALME-3M: 105; SK-MEL-2: 128; LOX IMVI: 104; MDA-MB-435: 99; UACC-257: 101; UACC-62: 92
CCCCCC(C)NCC(C)(C)O (configuration not stated) is listed as SK-MEL-5: 113; SK-MEL-28: 113; MALME-3M: 108; SK-MEL-2: 113; LOX IMVI: 104; MDA-MB-435: 112; UACC-257: 100; UACC-62: 99

Next section
SMILES	SK-MEL-5	SK-MEL-28	MALME-3M	SK-MEL-2	LOX IMVI	MDA-MB-435	UACC-257	UACC-62
O=C(CSc1nnc(-c2cc(-c3ccccc3)nc3ccccc23)n1-c1ccccc1)Nc1ccc(Cl)cc1	93	107	102	106	95	106	109	81
C#CCOc1ccc(/C=N/Nc2nc(-c3ccc(OC)cc3)cs2)cc1OC	12	88	94	53	68	73	58	57
C#Cc1cccc(NC(=O)Nc2ccc(N=C=S)cc2)c1	88[8.25 µM]	91[8.25 µM]	72[8.25 µM]	83[8.25 µM]	91[8.25 µM]	55[8.25 µM]	92[8.25 µM]	87[8.25 µM]
Cc1cc(=O)[nH]c2[nH][nH]c(=O)c12	109	109	109	95	111	110	108	104
CSc1ccc(-c2nc3ccccc3[nH]2)cc1	98	99	106	95	98	103	109	90
CN(Cc1ccccc1)CC1C2CCC(C2)C1O (configuration not stated)	107	109&114	107	112&109	104&96	95&105	101&117	106&98
COc1ccccc1/C=C1\Oc2ccc(O)cc2C1=O	99	113	96	111	99	98	102	101
COc1ccc(COC=O)cc1	104	111	102	108	100	113	98	104
C=CCN1C(=O)c2cccc3c(-c4ccc5c(c4)c(-c4nc6ccccc6s4)cn5CC=C)ccc(c23)C1=O	99	106	102	103	95	104	104	88
O=C(/C=C/c1cccc(Nc2ccnc3cc(Cl)ccc23)c1)c1ccc(Cl)cc1	40	71	63	.	11	57	61	50
CO[C@]1(CO)O[C@@H](n2cc(C)c(=O)[nH]c2=O)C[C@@H]1O	101	114	97	100	101	107	67	96
C[C@]12CC[C@H]3[C@@H](CC=C4C[C@@H](O)CC[C@@]43C)[C@@H]1CC[C@@H]2C(=O)C/C=N/O	93	106	84	96	82	97	100	89
C/C=C(\C)C(=O)O[C@@H]1C2C(=O)[C@@](C)([C@@H]([C@@H](O)C(=O)OC)C1(C)C)[C@H]1CC[C@]3(C)C(CC(=O)O[C@H]3c3ccoc3)[C@]13OC23 (some centres not stated)	94	105	92	89	97	108	81	81
COc1ccc(OC2=C(C#N)C(=N)N3c4ccccc4Sc4ccccc4C3N2)cc1 (configuration not stated)	.	76	.	130	87	.	115	70
NNC(=O)c1cc2ccc1CCc1ccc(cc1)CC2	101	105	107	107	100	99	93	97

Structures from the list above that have a nitro group on carbon (2):
SMILES	SK-MEL-5	SK-MEL-28	MALME-3M	SK-MEL-2	LOX IMVI	MDA-MB-435	UACC-257	UACC-62
CNS(=O)(=O)c1ccc([N+](=O)[O-])cc1	100	111	96	92	99	107	96	.
C=C(C)[C@@H]1CC[C@]2(C(=O)O)CC[C@]3(C)[C@H](CC[C@@H]4[C@@]5(C)C[C@@H](CC#Cc6ccc([N+](=O)[O-])cc6)[C@H](O)C(C)(C)[C@@H]5CC[C@]43C)[C@@H]12	48	77	77	54	38	70	58	41
